UBC13 polyUb: UBC13 polyubiquitin chain formation inhibitors, primary screen, biochemical, TR-FRET, uHTS | AID 485273, 2010 | 0.47% of 330,000 active | Ubiquitin-conjugating enzyme E2 N (Homo sapiens), P61088 | inhibition, % at 20 µM; in the data active = inhibition above about 45%, passing the limit was not always enough
Target sequence (P61088 whole entry, looked up): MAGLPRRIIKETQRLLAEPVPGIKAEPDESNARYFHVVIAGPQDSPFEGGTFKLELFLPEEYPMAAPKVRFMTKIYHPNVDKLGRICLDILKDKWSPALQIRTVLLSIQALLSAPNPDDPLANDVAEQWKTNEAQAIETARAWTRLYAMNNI
APJ antagonist: antagonists of human apelin receptor APJ, primary screen, CHO-K1 cells, beta-arrestin complementation, luminescence | P35414 | inhibition, % at 20 µM | 0.32% of 330,000 active | AID 2521, 2010;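 active = inhibition above about 40% at 20 µM, limit read from the data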;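 note: cells challenged with 10 nM apelin-13 agonist together with compound; plate controls were apelin-13 plus DMSO wells for no effect and DMSO wells lacking apelin-13 for full effect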
EBI2 antag: EBI2 receptor antagonists, beta-arrestin recruitment, primary screen, cell-based, luminescence, 7a,25-OHC stimulation, uHTS; G-protein coupled receptor 183 (Homo sapiens), P32249; 7a,25-OHC stimulated; inhibition, % at 5 µM; 0.81% of 360,000 active; in the data active = inhibition above about 38%;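 note: enzyme fragment complementation signal reports receptor beta-arrestin coupling in cells; 0% = agonist plus DMSO wells and 100% = wells without agonist; some results beyond the cut were filed as inactive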
Target sequence (P32249 whole entry, looked up, the tested form may be a part): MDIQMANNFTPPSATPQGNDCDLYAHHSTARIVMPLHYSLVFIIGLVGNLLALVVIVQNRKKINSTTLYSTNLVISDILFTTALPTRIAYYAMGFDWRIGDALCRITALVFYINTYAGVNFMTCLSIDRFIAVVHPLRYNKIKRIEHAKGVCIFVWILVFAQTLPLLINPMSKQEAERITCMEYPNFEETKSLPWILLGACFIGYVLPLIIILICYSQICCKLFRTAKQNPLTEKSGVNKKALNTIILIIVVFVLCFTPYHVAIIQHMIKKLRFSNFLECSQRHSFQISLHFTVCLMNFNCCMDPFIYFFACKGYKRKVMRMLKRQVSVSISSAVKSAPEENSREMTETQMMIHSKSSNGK
ATG4B inhibitor: ATG4B protease inhibitors, primary screen, biochemical, fluorescence, uHTS. inhibition, % at 8.33 µM. ATG4B cleavage of LC3-PLA2, NBD-HPC fluorescence, 1 h. Cysteine protease ATG4B (Homo sapiens), Q9Y4P1. AID 504462, 2011. 0.51% of 340,000 active; in the data active = inhibition above about 40%
Target sequence (Q9Y4P1 whole entry, looked up): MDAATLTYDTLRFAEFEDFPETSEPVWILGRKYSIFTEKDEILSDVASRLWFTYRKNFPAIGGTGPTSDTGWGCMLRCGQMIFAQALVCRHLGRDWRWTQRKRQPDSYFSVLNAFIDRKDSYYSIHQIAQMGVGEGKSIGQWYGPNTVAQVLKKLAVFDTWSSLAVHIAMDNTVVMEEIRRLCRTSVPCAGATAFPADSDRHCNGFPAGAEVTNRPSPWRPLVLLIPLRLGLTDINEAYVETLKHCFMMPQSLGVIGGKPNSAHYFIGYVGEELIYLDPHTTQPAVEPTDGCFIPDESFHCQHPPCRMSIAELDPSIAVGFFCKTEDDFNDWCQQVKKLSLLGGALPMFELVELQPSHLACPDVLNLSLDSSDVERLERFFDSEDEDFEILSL
CXCR6 block: CXCR6 receptor inhibitors, primary screen, cell-based, beta-arrestin, luminescence, CHO-K1 PathHunter, 1536-well; 0.36% of 360,000 active; C-X-C chemokine receptor type 6 (Homo sapiens), O00574; inhibition, % at 20 µM; in the data active = inhibition above about 34%, passing the limit was not always enough;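 note: antagonist mode with CXCL16 agonist at 10 nM final; 0% = 10 nM CXCL16 with DMSO and 100% = unstimulated wells without agonist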
Gli-Sufu block: Gli-Sufu pathway antagonists, primary screen, luciferase luminescence, Sufu-KO-LIGHT cells, uHTS. 0.74% of 340,000 active. Sufu-KO-LIGHT fibroblasts, Gli luciferase reporter luminescence. inhibition, % at 5 µM;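 active = inhibition above about 55%, limit read from the data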;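 note: 0% = DMSO-treated cells and 100% = wells with medium but no cells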
CCR6 antag: CCR6 receptor antagonists, primary screen, cell-based, CHO-K1, luminescence, beta-arrestin, uHTS; C-C chemokine receptor type 6 (Homo sapiens), P51684; CHO-K1 CCR6 PathHunter beta-arrestin, CCL20-stimulated; inhibition, % at 20 µM; 0.49% of 340,000 active; AID 493098, 2011;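 active = compounds whose inhibition of the agonist-driven luminescence signal at 20 µM reaches about 50%, limit read from the data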;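 note: cells stimulated with CCL20 at 14 nM final; plate controls were DMSO with CCL20 for no effect and DMSO without agonist for full effect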
APJ ag: agonists of human apelin receptor APJ, primary screen, CHO-K1 cells, PathHunter beta-arrestin, luminescence | 0% DMSO wells, 100% apelin | 0.11% of 330,000 active | activation, % at 20 µM;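 active = activation more than six SD over the plate average, tested at 20 µM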;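 note: 0% = DMSO alone and 100% = apelin-13 at 10 nM; some results filed as inactive read as strong as hits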
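Incubation: overnight seeding, 90 min compound at 25 °C, 1 h detection; test system: PathHunter CHO-K1 APJ (AGTRL-1) beta-arrestin reporter cells; amount: 1000 cells/well; doses: one dose, 20 µM compound, 1% DMSO; measured by: beta-gal luminescence; measure: agonist-driven arrestin binding to APJ; benchmarks: negative DMSO alone, positive Apelin-13 at 10 nM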
Starred values were filed as active, the others as inactive; . = not tested or not shown; & = joins results of further samples.

SMILES	UBC13 polyUb	APJ antagonist	EBI2 antag	ATG4B inhibitor	CXCR6 block	Gli-Sufu block	CCR6 antag	APJ ag
COc1ccccc1CC(=O)NCCc1c[nH]c2ccccc12	8	-7	1	-12	12	0	13	1
Cc1cccc(C(=O)NNS(=O)(=O)c2ccccc2[N+](=O)[O-])c1	-5	-2	-1	12	2	7	-8	2
CCN1CCN(C(c2cccs2)C(C)NS(=O)(=O)c2ccc(F)cc2)CC1 (centres undefined)	9	6	-9	2	-2	13	1	-2
O=C(Nc1ccncc1)c1ccccc1-c1ccccc1	4	2	-3	-10	-2	-1	6	-3
O=C(NCCCNCc1ccccc1)c1ccc(/C=N/O)nc1	-20	1	-15	-1	5	4	-2	1
O=C(COc1ccccc1Cl)NCCCNC(=O)c1ccccn1	8	-3	8	-5	10	18	4	-2
COc1ccc(NC(=O)Nc2cc(C)ccc2F)cc1OC	-13	9	6	-3	-7	-19	4	-1
Cc1ccc(NC(=O)CSCC(=O)NNC(=O)c2ccoc2C)cc1	-2	18	1	3	-4	-9	-2	-3
COc1ccc(S(=O)(=O)NCC(=O)N(CC(=O)NCc2ccccc2)Cc2ccco2)cc1	0	-1	-18	1	3	-2	9	2
C(=N\c1nc2ccccc2n1CCN1CCOCC1)/c1cccs1	5	7	-5	-7	1	0	-8	-1
Cc1ccc(-c2[nH]ncc2/C=C(\C#N)C(=O)NC2CCCCC2)cc1	-1	20	-9	-15	5	4	-1	7
O=C(Nc1ccccn1)C(=O)Nc1ccccn1	0	-12	9	-8	-8	-46	-2	-4
O=C(CNCc1ccccc1Cl)Nc1cc(S(=O)(=O)N2CCOCC2)ccc1Cl	4	3	5	11	7	0	14	-3
Cc1cccc(Cn2c(Sc3nc(C)cs3)nc3c2c(=O)[nH]c(=O)n3C)c1	4	27	9	-1	7	12	22	-4
N#CCOc1nc(N2CCCCC2)nc(N2CCCCC2)n1	1	19	6	-4	8	-2	3	-3
O=C1CN(c2nc(-c3ccccc3)c3ccccc3n2)c2ccccc2N1	8	-8	2	-3	12	9	18	-1
COc1cc(O)c(C(CCN2CCN(c3ccccc3)CC2)c2cc(OC)c(OC)c(OC)c2)c(OC)c1 (centres undefined)	12	11	10	-2	-3	-4	16	0
COc1ccc(S(=O)(=O)N2CCCOC2CNC(=O)C(=O)NCCc2ccco2)cc1OC (centres undefined)	7	-2	-3	-4	0	4	-1	-3
COc1ccc2ncccc2c1Cc1c(OC)ccc2ncccc12	.	.	21	-10	-4	5	6	.
COCON1C(=O)CN(C(C)=O)C1c1ccc(Cl)cc1Cl (centres undefined)	2	9	-1	5	6	3	-2	-3

One compound at a time, from the list above.
Results for O=C(NCCCNCc1ccccc1)c1ccc(/C=N/O)nc1 = UBC13 polyUb = -20; APJ antagonist = 1; EBI2 antag = -15; ATG4B inhibitor = -1; CXCR6 block = 5; Gli-Sufu block = 4; CCR6 antag = -2; APJ ag = 1
Results for COCON1C(=O)CN(C(C)=O)C1c1ccc(Cl)cc1Cl (centres undefined) = UBC13 polyUb = 2; APJ antagonist = 9; EBI2 antag = -1; ATG4B inhibitor = 5; CXCR6 block = 6; Gli-Sufu block = 3; CCR6 antag = -2; APJ ag = -3

New compounds follow.
SMILES	UBC13 polyUb	APJ antagonist	EBI2 antag	ATG4B inhibitor	CXCR6 block	Gli-Sufu block	CCR6 antag	APJ ag
CN1C(=O)[C@H]2[C@@H](/C=C/c3ccccc3)N3C(=O)CN(Cc4ccc(-c5ccccc5)cc4)C(=O)[C@@]3(C)[C@H]2C1=O	25	-4	-3	-6	-11	2	-15	-2
COc1cc(/C=C(/C#N)C(=O)c2c(C)[nH]c3ccccc23)ccc1OCC#N	15	-2	14	-1	-5	3	15	-4
Cc1ccc(N2CCN(C(=O)c3ccccc3NC(=O)c3ccccc3C(=O)O)CC2)cc1	-2	-1	-6	3	-2	-16	0	2
COc1ccc(C(=O)Nc2ccc3ccccc3n2)c(OC)c1OC	0	-8	9	0	-8	-11	-9	1
O=C(Cn1cnc2c(cnn2-c2ccccc2)c1=O)NCc1ccccc1	-3	3	-3	1	4	-21	10	-3
CC(C)(C)OC(=O)NCCCCCNC(=O)c1ncn(Cc2ccccc2)c1C(=O)NCCCCCNC(=O)OC(C)(C)C	-16	-6	21	-15	11	23	17	-1
O=c1[nH]c2ccccc2cc1CN(Cc1ccco1)S(=O)(=O)c1ccc(F)cc1	-6	2	0	3	2	-2	7	10
COc1ccc2c(C(=O)CCl)c[nH]c2c1	13	3	-3	-8	-2	0	3	-3
COc1cc(OC)cc(C(=O)N[C@H](C(=O)OCC(=O)Nc2cccc(F)c2)C(C)C)c1	22	-1	4	-8	-3	-20	0	2
COC(=O)Nc1cccn(Cc2c(Cl)cccc2Cl)c1=O	-10	14	0	-2	1	0	-10	-8
Cc1cc(C)c[n+](-c2nc3ccccc3nc2C(=C=[N-])C#N)c1	-115&-81	11&8	-2&-14	0&6	1&6	6&7	18&23	-1&-2
Cc1csc2ncc(C(=O)N3c4ccccc4CC3C)c(=O)n12 (centres undefined)	-8	-6	0	3	1	7	9	-3
COc1ccc(NC(=O)C(c2ccccc2)N(C)C(=O)CNC(C)=O)cc1 (centres undefined)	5	9	-9	-3	-7	1	-22	0
CCSc1nc(N2CCCCC2)c2c(c1C#N)CCCC2	47*	-11	-21	2	20	12	7	-4
NNC(=O)COc1ccc(-c2nccc(-c3ccc(F)cc3)n2)cc1	4	-13	5	4	-6	18	0	-3
O=C(CN1CCN(Cc2ccccc2)CC1)Nc1ccccc1	-4	1	-18	1	-11	10	6	-3
O=C(COC(=O)/C=C/c1ccc(Cl)cc1)Nc1ccc2[nH]c(=O)[nH]c2c1	-1	-7	-2	-8	-8	-7	9	-4
Cc1cccc(C2Nc3ccccc3C(=O)N2c2ccccc2)n1 (centres undefined)	22	2	-11	0	7	0	3	-1
C=CCOC(=O)Nc1c(C(=O)OC)[nH]c2ccc(Cl)cc12	-4	5	12	-7	-8	-6	14	-2
O=[N+]([O-])c1ccc2c(c1)Nc1nc3ccccc3nc1N2	-42	-9	2	-2	12	2	-1	2

Part of the list above in order of molar mass, descending:
SMILES	UBC13 polyUb	APJ antagonist	EBI2 antag	ATG4B inhibitor	CXCR6 block	Gli-Sufu block	CCR6 antag	APJ ag
Cc1ccc(N2CCN(C(=O)c3ccccc3NC(=O)c3ccccc3C(=O)O)CC2)cc1	-2	-1	-6	3	-2	-16	0	2
COc1ccc(NC(=O)C(c2ccccc2)N(C)C(=O)CNC(C)=O)cc1 (centres undefined)	5	9	-9	-3	-7	1	-22	0
O=C(CN1CCN(Cc2ccccc2)CC1)Nc1ccccc1	-4	1	-18	1	-11	10	6	-3

Continued:
SMILES	UBC13 polyUb	APJ antagonist	EBI2 antag	ATG4B inhibitor	CXCR6 block	Gli-Sufu block	CCR6 antag	APJ ag
CN1C(=O)/C(=C/c2cccc(Cl)c2)Sc2ccc(C(=O)N3CCCC3)cc21	12	-8	.	-5	.	6	5	-1
CC(=O)c1ccc(NC(=O)CCCN2C(=O)C(c3ccccc3)Oc3cccnc32)cc1 (centres undefined)	1	6	-4	-4	1	-20	2	5
Cc1cccc(NC(=O)C2CCCN(C(=O)Nc3ccc(F)cc3)C2)c1 (centres undefined)	0	9	6	-7	-14	-4	8	-3
CCOc1ccc([N+](=O)[O-])cc1CNC1CCCCCCC1	-12	13	15	1	11	52	-15	-2
CCCC(=O)Nc1ccc(Sc2ccc([N+](=O)[O-])cc2)cc1	8	-17	1	8	-6	-3	13	-1
O=C(COc1c(Cl)cccc1Cl)Nc1ccccc1N1CCCC1	11	0	12	8	10	-12	19	-10
CCNc1nc(NC(C)C)nc(OCCOC(=O)Nc2ccccc2)n1	1	4	0	-12	0	2	0	1
CC(=O)c1cccc(OCC(O)CN2CCN(C(=O)c3ccco3)CC2)c1 (centres undefined)	2	-8	0	2	-14	3	-13	-2
CCN1CC(CN(C)Cc2cn(-c3cccc(C)c3)nc2-c2cccc(F)c2)CC1=O (centres undefined)	8	14	6	0	1	-2	14	-2
CCOc1ccccc1C(C(=O)NC1CCCC1)N(Cc1ccco1)C(=O)CNC(=O)c1ccco1 (centres undefined)	4	-7	3	-10	-9	4	5	-4
COc1ccc2c(C)c(CCC(=O)NCCCN3CCCC3=O)c(=O)oc2c1C	8	10	1	-24	5	-3	2	-4
CCOC(=O)C1=C(C)Nc2ncnn2C1c1ccccc1F (centres undefined)	0	-26	-2	2	-4	-8	13	-4
C/C(=N/NC(=O)CNC(=O)COc1cccc(C)c1)c1ccc(Cl)cc1	0	0	-3	10	6	-9	-2	-3
CCOC(=O)c1c(NC(=O)c2cccs2)sc2c1CCC2	3	-3	15	0	-3	-1	-1	-1
CCC(C)(C(=O)NC1CCCC1)N(C)C(=O)c1ccccn1 (centres undefined)	-11	5	0	8	-3	2	7	0
CCOC(=O)[C@@H]1[C@H]2COc3ccc(Br)cc3[C@@H]2N2C(=O)N(c3ccc(Cl)cc3)C(=O)[C@@]12C	-16	6	-3	3	4	-9	12	-4
